High-throughput results (PubChem BioAssay)
Luc counter = Counterscreen for Luciferase (Kinase-Glo TM) Inhibition; Luciferin 4-monooxygenase (Photuris pensylvanica), Q27757; Kinase-Glo luciferase, ATP luminescence, 8 min; Potency, µM (top dose mostly 38.3 µM), for inactives: at the top dose activity change, negative = inhibition, actives largely listed as inhibitors; 200,000 compounds, 0.28% hits; AID 1379, 2008; note: potency is the fitted concentration of half-maximal effect; % is set by controls: 0 for no effect and ±100 for the full control effect; nearly all actives have a fitted effect of over 60% in size
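Kinase-Glo luciferase light output from ATP and luciferin was measured with 10 uM ATP, within the enzyme's linear range. Buffer: 50 mM imidazole pH 7.2, 50 mM KCl, 7 mM MgCl2, 0.01% Tween 20, 0.05% BSA; luminescence read after 8 min at ambient temperature.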
HTT aggregate = qHTS Multiplex Assay to Identify Dual Action Probes in a Cell Model of Huntington: Aggregate Formation (GFP) | PC12 HttQ103-GFP aggregates, Acumen cytometry, 40 h | Potency, µM (highest dose often 46.1 µM), inactives show top-dose activity change, negative = inhibition, hits mostly inhibitors | 220,000 compounds, 1.1% hits | AID 1688, 2009; note: potency is the fitted concentration of half-maximal effect; % is set by controls: 0 for no effect and ±100 for the full control effect; nearly all actives have a fitted effect of over 60% in size
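PC12 cells stably carrying ecdysone-inducible HTT exon 1 Q103–GFP were induced with tebufenozide (100 nM final) and treated with library compounds in titration. GFP aggregates in lysates were counted by laser scanning cytometry.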
NPSR antagonist = qHTS Assay for Antagonists of the Neuropeptide S Receptor: cAMP Signal Transduction | Q6W5P4 | CHO-NPSR cells, cAMP TR-FRET, antagonist mode | Potency, µM (doses to about 38.3 µM), inactives show top-dose activity change, negative = inhibition, most hits filed as inhibitors | 220,000 compounds, 1% hits; note: potency is the fitted concentration of half-maximal effect; % is set by controls: 0 for no effect and ±100 for the full control effect; nearly all actives have a fitted effect of over 50% in size; many of its hits are not listed in these tables
Target sequence (Q6W5P4 whole entry, looked up): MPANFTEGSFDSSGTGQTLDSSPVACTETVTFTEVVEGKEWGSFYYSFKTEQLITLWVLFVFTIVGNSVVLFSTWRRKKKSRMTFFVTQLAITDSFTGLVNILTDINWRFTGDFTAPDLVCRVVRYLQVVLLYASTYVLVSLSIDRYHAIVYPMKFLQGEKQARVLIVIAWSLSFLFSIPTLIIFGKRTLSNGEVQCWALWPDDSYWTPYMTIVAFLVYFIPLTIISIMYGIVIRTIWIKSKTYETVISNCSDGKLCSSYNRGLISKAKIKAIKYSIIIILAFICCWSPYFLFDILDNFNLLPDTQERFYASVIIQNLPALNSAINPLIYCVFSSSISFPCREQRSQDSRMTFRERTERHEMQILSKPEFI
CBFb-RUNX1 inh = qHTS Assay for Compounds Blocking the Interaction Between CBF-beta and RUNX1 for the Treatment of Acute Myeloid Leukemia | Runt-related transcription factor 1 (Homo sapiens) + Core-binding factor subunit beta … | AlphaScreen CBFb-His/RUNX1-biotin binding, biochemical | Potency, µM (titrated, usually from 59.8 µM), inactives show at the highest dose activity, negative = inhibition, most hits filed as inhibitors | 230,000 tested, under 10 active; note: % of control where 0% means no effect
Target sequence (Q01196 whole entry, looked up): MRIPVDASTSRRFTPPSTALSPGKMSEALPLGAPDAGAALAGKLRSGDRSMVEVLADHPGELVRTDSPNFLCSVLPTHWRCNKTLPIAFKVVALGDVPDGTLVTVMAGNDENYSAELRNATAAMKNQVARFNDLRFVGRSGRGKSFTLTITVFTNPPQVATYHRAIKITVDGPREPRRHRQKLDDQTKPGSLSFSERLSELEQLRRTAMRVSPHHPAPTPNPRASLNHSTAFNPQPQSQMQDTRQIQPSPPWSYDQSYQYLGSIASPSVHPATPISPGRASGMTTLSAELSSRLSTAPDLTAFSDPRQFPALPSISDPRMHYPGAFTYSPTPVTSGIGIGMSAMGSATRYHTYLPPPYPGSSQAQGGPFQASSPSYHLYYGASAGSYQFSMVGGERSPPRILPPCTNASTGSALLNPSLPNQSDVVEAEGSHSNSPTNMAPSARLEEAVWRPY
Target sequence (Q13951 whole entry, looked up): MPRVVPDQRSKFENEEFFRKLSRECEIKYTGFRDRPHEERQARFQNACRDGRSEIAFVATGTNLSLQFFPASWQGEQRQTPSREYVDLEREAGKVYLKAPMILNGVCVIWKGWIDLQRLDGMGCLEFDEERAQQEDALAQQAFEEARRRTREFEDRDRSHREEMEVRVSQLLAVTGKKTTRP
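Proteins preincubated together for 20 min at RT before compound addition; 15 min later, nickel and streptavidin beads were added and left 90 min prior to AlphaScreen measurement.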
Lamin A splicing = qHTS Assay for Modulators of Lamin A Splicing; HeLa LMNA splicing GFP/RFP minigene ratio, 48 h; Potency, µM (highest dose often 46.1 µM), without a hit: at the highest dose ratio change, negative = inhibition, actives largely listed as inhibitors; 200,000 compounds, 0.01% hits; AID 1487, 2009; active = well fitted inhibition curve with a large enough effect in the signal ratio, with a control signal flat, not every such curve was filed as active; inconclusive = small, poorly fitted or top-dose-only effect, or effect the other way, or a change in a side signal; the % refers to the signal ratio; note: potency is the fitted concentration of half-maximal effect; % is set by controls: 0 for no effect and ±100 for the full control effect
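S3 HeLa cells stably expressing lamin A-EGFP splicing minigene plus DsRed2, 600 cells/well, 48 h compound exposure at 37C. Laser-scanning cytometry; analysed as GFP (500-530 nm)/RFP (575-640 nm) total intensity ratio; 0.5% DMSO vehicle.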
Epigenetic reg = Quantitative High-Throughput Screen for Regulators of Epigenetic Control | 280,000 compounds, 0.2% hits | AID 1865, 2009 | Potency, µM (doses to about 53.9 µM), without a hit: at the highest dose GFP activation, hits mostly activators | murine LDR cells, GFP reporter derepression, 30 h; note: potency is the fitted concentration of half-maximal effect; % of control where 0% means no effect; nearly all actives have a fitted effect of over 60% in size
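In this reporter-derepression format, murine cells bearing a silenced integrated CMV-GFP locus incubate with test compound (30 h, 37 C), then are washed and imaged; fluorescent objects of 20–120 um count as induced cells.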
IMPase Li inh = qHTS Assay for Identifying the Cell-Membrane Permeable IMPase Inhibitors: Potentiation with Lithium | CHO-M1 cells, IP1 TR-FRET (IP-One), carbachol + lithium | Potency, µM (series often up to 59.4 µM), for the others: top-dose activity, negative = IMPase inhibition, usual class: inhibitors | 210,000 compounds, 0.35% hits;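 note: IP1 builds up when IMPase is blocked and the TR-FRET signal falls; potency is the fitted concentration of half-maximal effect; plate controls were basal vehicle for no effect and high inhibitor control for full effect; nearly all actives have a fitted effect of over 50% in size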
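Concentration–response in CHO-M1 cells, lithium-potentiated; 30 min at 37C. IP1 detected by competitive TR-FRET after 10 min lysis at RT. Hill-fitted AC50.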
The depositor's hits bear a star; u = inconclusive; x = no result given; & = joins results of further samples; [ ] = remark or other dose. Unless noted, calls come from the whole dose curve; as a rule, active = well fitted curve in the direction sought with a large enough effect; inconclusive = small, poorly fitted or top-dose-only effect, or another doubt; inactive = no such curve, though single readings can be large; an effect the other way counts as inactive or inconclusive. Not all compounds are listed; rates above refer to the full screens.

Value order: Luc counter | HTT aggregate | NPSR antagonist | CBFb-RUNX1 inh | Lamin A splicing | Epigenetic reg | IMPase Li inh
> COc1ccc(CCNC(=O)CSc2ncnc3c2oc2ccccc23)cc1OC
    1% | -2% | -23%[46.1 µM] | -2% | u | 0.0% | u
> CN(Cc1cnc2nc(N)nc(N)c2n1)c1ccc(C(=O)N[C@@H](CCC(=O)O)C(=O)O)cc1
    -3%&-1% | -30% | -10%[46.1 µM] | u | u | 1.1%&1.1%&5.4% | -4%&-4%&11%
> CCc1ccc(CNC(=O)CCc2nnc(CCc3ccc(OC)cc3)o2)nc1
    -3% | 14%[9.22 µM] | -7% | 5% | x | 2.5% | 7%
> CCn1c2ccccc2c2cc(NC(=O)CSc3nnc(-c4ccccc4)o3)ccc21
    -4% | -14% | -4%[46.1 µM] | 5% | u | 0.1% | 22%[38.3 µM]
> O=C(NCCCN1CCCC1=O)c1ccccc1NS(=O)(=O)c1ccc(F)cc1
    8% | 6% | 4%[46.1 µM] | -2% | -5% | 7.2% | 12%[38.3 µM]
> CCOC(=O)C1CCCN(C(=O)c2ccc(CNS(=O)(=O)c3ccc(C)cc3)cc2)C1 (stereo not drawn)
    x | -3% | -20% | 6% | x | -1.3% | 8%
> CCC(C)NCCOCCSc1ccc(Cl)cc1 (stereo not drawn)
    0% | 13% | 5%[46.1 µM] | -1% | -3% | 0.9% | 10%[38.3 µM]
> Cc1ccc(C(=O)OCC(=O)NCCN2C(=O)CSC2=O)cc1
    2% | u | 15% | -7% | 0% | -2.2% | -11%
> CC(=O)c1cnc(Nc2ccc(C)cc2)s1
    0% | 9%[9.22 µM] | 5% | 2% | 11%[46 µM] | -0.9%[10.1 µM] | 2%
> COc1ccc(C(=O)N(c2ccc(C)cc2)C2C=CS(=O)(=O)C2)cc1OC (stereo not drawn)
    4% | -6% | 8% | 0% | x | 1.2% | -11%
> Cc1c(NC(=O)c2cc3c(=O)n4ccccc4nc3s2)c(=O)n(-c2ccccc2)n1C
    x | -5%[9.22 µM] | 4% | 9% | x | 0.0% | x
> CCCC(=O)Nc1nn(C)c2nc3cc(C)ccc3cc12
    x | -14% | -10%[46.1 µM] | -15% | 9% | -2.8% | x
> Cc1ccc(-c2cn3nc(-c4ccccc4)c(-c4ccccc4)nc3n2)cc1
    x | -11%[9.22 µM] | -16% | 17% | x | 0.1% | x
> Cc1cc(Cl)ccc1OCCCC(=O)OCC(N)=O
    0% | 13% | 3% | 4% | -6%[46 µM] | -0.7% | 6%
> O=S(=O)(c1ccccc1)c1cnn2c(C(F)(F)F)cc(-c3ccc(F)cc3)nc12
    -4% | -7% | u | 2% | 1% | -1.3% | u
> O=Cc1ccccc1Oc1nc(N2CCOCC2)nc(N2CCOCC2)n1
    -2% | 28% | -20% | -2% | -23%[46 µM] | -0.4% | -1%
> CC(C)(C)NC(=O)c1cccc2c1C(=O)c1ccccc1-2
    x | -7%[9.22 µM] | 23% | -3% | x | 0.1% | x
> COc1ccc(CNc2nc(NCc3ccc(OC)cc3)n(C(C)=O)n2)cc1
    18% | 29% | -17%[46.1 µM] | 1% | 15% | -0.1% | 39%[activator][38.3 µM]
> Cc1ccccc1NC(=O)c1cc2ccccn2n1
    x | 9%[9.22 µM] | 11% | 5% | x | -1.7% | x
> O=S(=O)(c1cnc(Cl)c(Cl)c1)N1CCN(c2ncccn2)CC1
    x | -12%[9.22 µM] | 10% | 7% | x | 1.6% | x
> CCOc1ccc(NC(=O)N2CCC(c3nc4ccccc4o3)CC2)cc1
    0% | -23% | 2% | -1% | 0%[46 µM] | -0.1% | 4%
> Cc1nn(-c2ccccc2)c2nc(-c3ccccc3)cc(C(=O)N3CCOCC3)c12
    1% | -11% | -57% | 19% | 8%[46 µM] | 1.1% | 9%
> CCOc1ccc(-c2cc(CCCC(=O)NCc3cccnc3)no2)cc1
    4% | 13% | 12% | 12% | u | -1.0% | 10%
> COC(=O)c1c(C)[nH]c(O)c1C=Nc1ccc(C(C)C)cc1
    -5% | -5% | -26%[46.1 µM] | -4% | 2% | 0.0% | 7%[38.3 µM]
> Cc1cccc(C(=O)Nc2nnc(-c3ccncc3)o2)c1
    1% | -6% | 1% | u | u | -4.1% | -4%
> COc1ccc(OCC(=O)N2CC3(C)CC2CC(C)(C)C3)cc1 (stereo not drawn)
    0% | 16% | -3%[46.1 µM] | 9% | 10% | 0.0% | -5%[38.3 µM]
> CC(=C/c1ccco1)/C=N/NC(=O)CSc1nnc(SCc2ccc(C)cc2)s1
    -1% | u | -18% | -5% | -5% | 1.5% | 9%
> C/C(=N\N=C\c1ccccc1)c1nnn(-c2nonc2N)c1C
    1% | 13% | -8%[46.1 µM] | 1% | 1% | -1.1% | 11%[38.3 µM]
> CCC(=O)N(Cc1cc2c(C)cc(C)cc2[nH]c1=O)C1CCCCC1
    -2% | 9% | -17%[46.1 µM] | 2% | u | -10% | -5%[38.3 µM]
> O=c1[nH][nH]c(=O)n1-c1ccccc1
    3% | -1% | 2% | -2% | x | -2.8% | 5%
> CCNC(=O)CC1C(=O)N(c2ccccc2)C(=O)N1CCc1ccc(OC)cc1 (stereo not drawn)
    -4% | -5% | -3%[46.1 µM] | 3% | 0% | 1.3% | -9%[38.3 µM]
> CCN(CC)C(=O)CSc1ccccc1N
    -1% | 9% | -6%[46.1 µM] | 2% | 10% | 1.0% | 23%[38.3 µM]
> CCCCOC(=O)Nc1nnc(CCc2ccccc2)s1
    -4% | 1% | -7%[46.1 µM] | 3% | 14% | 8.4% | 20%[38.3 µM]
> Cc1nc2ncnn2c(C)c1CCC(=O)Oc1ccccc1
    1% | 7% | 11%[46.1 µM] | 5% | 7% | 1.8% | -16%[38.3 µM]
> CC1(C)CC(=O)C(C(c2ccco2)C2C(=O)CC(C)(C)CC2=O)C(=O)C1
    1% | 19% | -9%[46.1 µM] | 9% | -3% | -0.9% | -4%
> Cc1nn2c(-n3ccnc3)c3c(nc2c1-c1ccccc1)CCC3
    -1% | 11% | -18%[46.1 µM] | -11% | -7% | -0.8% | -9%[38.3 µM]
> COc1cccc(NS(=O)(=O)c2ccc(OC)c(OC)c2)c1
    -6% | -14% | -3%[46.1 µM] | -5% | u | 0.0% | -8%[38.3 µM]
> CCOC(=O)c1c(-c2ccc(F)cc2)csc1NC(=O)c1c(-c2ccccc2)noc1C
    2% | -23% | -39% | 0% | u | -1.0% | 1%
> CSCCC(NS(=O)(=O)c1c(Cl)cccc1Cl)C(=O)O (stereo not drawn)
    -1% | 3% | 6% | -2% | u | -1.4% | 1%
> CN(C)CC/C=C1\c2ccccc2CSc2ccccc21
    1%[17.1 µM] | 11%[20.6 µM] | x | 5%[21.7 µM] | -15% | 0.0%[16.9 µM] | 24%
> Cc1cccc(NS(=O)(=O)c2ccc(NC(=O)CN(c3cc([N+](=O)[O-])ccc3C)S(C)(=O)=O)cc2)c1
    4% | u | -46% | -12% | u | 0.1% | 6%
> CC(C)(C)NC(=S)NCc1ccco1
    -1% | 19% | -8% | -4% | -7% | 0.1% | -3%
> COc1cc(/C=C(\C#N)c2nc3ccccc3[nH]2)cc(OC)c1O
    0% | -13%[9.22 µM] | -31% | -4% | -5%[46 µM] | 15% | 31%[activator]
> CCCSc1n[nH]c(NC(C)=O)n1
    0% | -6% | 5%[46.1 µM] | 0% | 9% | 1.7% | 2%[38.3 µM]
> C=CCN1C(=O)/C(=C/c2cccs2)S/C1=N\S(=O)(=O)c1ccc(F)cc1
    -1% | -8% | -13% | -3% | -6% | 1.0% | 9%
> C=CC1=C2C=C(C3CC3)N(CCN3CCOCC3)C=C2C(=O)C(C)(OC(=O)c2ccco2)C1=O (stereo not drawn)
    -8%[7.66 µM] | x | x | -5%[13.1 µM] | 11%[9.22 µM] | x | 9%
> CC#CCN1c2ccccc2[C@]23C[C@@H](C(=O)OC)N(S(=O)(=O)c4ccc(C(F)(F)F)cc4)C2=NC(C(=O)OC)=C(C(=O)OC)[C@H]13
    -1%[7.66 µM] | x | x | 3%[13.1 µM] | u | x | 1%
> CC(=O)c1c(C)n(CC(=O)NCc2ccc3c(c2)OCO3)c2ccccc12
    4% | u | -7%[46.1 µM] | 3% | u | -0.8% | 17%[38.3 µM]
> N#CCCN(Cc1cccs1)C(=O)Nc1ccccc1
    x | -10%[9.22 µM] | 5% | 1% | x | -0.1% | x
> CC1CC(C)(C)NC(=S)N1CCC(=O)NCc1ccc(Cl)cc1 (stereo not drawn)
    -2% | -7% | 5% | 12% | -8%[9.22 µM] | 0.9% | 9%
> Cc1ccccc1NS(=O)(=O)c1ccc(C)c(NS(C)(=O)=O)c1C
    -1% | -6% | 6% | 1% | -8%[46 µM] | -0.4% | 7%
> Cc1cccc(NS(=O)(=O)c2cccc3nsnc23)c1
    -2% | -13% | -9%[46.1 µM] | -4% | -4%[0.0737 µM] | -0.9% | 3%[38.3 µM]
> CN(C)c1ccc(/C=N/NC(=O)c2cc(-c3ccc4c(c3)OCO4)n[nH]2)cc1
    x | 4%[9.22 µM] | 14% | 9% | x | 0.0% | x
> CCOC(=O)c1cnc(-n2nc(C)cc2C)nc1Oc1ccccc1F
    x | 12%[9.22 µM] | -14% | 10% | x | 7.2% | x
> O=C(NCCN1CCOCC1)Nc1cccc(Cl)c1
    3% | -7% | 16% | 6% | 14%[46 µM] | -1.4% | -9%
> COc1ccc(OC)c(NC(=O)CCCN2C(=O)C3C4C=CC(C4)C3C2=O)c1 (stereo not drawn)
    1% | 9% | -3%[46.1 µM] | 1% | -4% | -3.4% | -9%[38.3 µM]
> Cc1ccc(C(=O)Nc2nnc(C)s2)o1
    16% | 1% | -2%[46.1 µM] | 0% | 12% | 1.6% | 19%[38.3 µM]
> Cn1c(C(=O)NCc2cccnc2)cc2sc(Cl)cc21
    -2% | -3% | 9%[46.1 µM] | 4% | u | 3.1% | 1%[38.3 µM]
> COCCNC(=O)C1c2ccccc2C(=O)N(CCOC)C1c1ccc(F)cc1 (stereo not drawn)
    x | u | 0%[46.1 µM] | 2% | 3% | 1.0% | x
